# Diaphorase act = activates diaphorase or chemically reduces, flagging diaphorase assay artifacts; AID 1229; Diaphorase/resazurin coupled assay, resorufin fluorescence, 16 min; hits give high values; 1 = vehicle wells, 0 = NADH-free wells; actives 0.005% (n = 190,000); activation factor at 20 µM;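 active means diaphorase activity raised at least twofold by the compound at 20 µM; inactive means activation factor below 2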
#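 Assay system: Purified diaphorase enzyme from Clostridium kluyveri | Amount: Enzyme 0.07 U/mL final | Dosing: Compound 20 µM once, DMSO 1% | Timing: 16 min reaction at room temperature | Detection: Fluorescence, excitation 544 nm and emission 590 nm | Evaluation: Higher resorufin formation from activation or reduction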
# Diaph inh CS = inhibits diaphorase or chemically oxidizes, flagging diaphorase assay artifacts | diaphorase resazurin-to-resorufin fluorescence, NADH, 16 min; bacterial (C. kluyveri) enzyme, not human | inhibition, % at 20 µM | actives 0.69% (n = 190,000) | AID 1217;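 active means primary screen inhibition at 20 µM above a set limit, cut at about 50% in these data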;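 further: plate controls were DMSO with full reaction for no effect and wells lacking NADH for full effect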
#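 System: Bacterial diaphorase enzyme (C. kluyveri) | Incubation: 16-min room-temperature incubation before reading | Benchmarks: No-NADH positive control and DMSO neutral control | Measured by: Resorufin fluorescence 544/590 nm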
# FLuc inhib CS = counter-screen for luciferase assay inhibitors: firefly luciferase inhibition; P08659; actives 1.5% (n = 200,000); inhibition, % at 10 µM; AID 1006; ATPLite firefly luciferase biochemical luminescence, 10 min;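 active means inhibition above about 50% when tested at 10 µM, limit read from the data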
# APP 5'UTR act = APP 5'UTR luciferase reporter activation | SH-SY5Y APP 5'UTR luciferase reporter, luminescence; zero percent = DMSO vehicle wells | activation, % at 2 µM | actives 1% (n = 190,000);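 active means activation above a set limit, based on mean plus 3 SD of controls, cut at about 140% in these data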; further: values of inactives mirror those of a sister screen read the other way
# TLR4-MyD88 BLA = TLR4-MyD88 interaction inhibition in cells | O00206+Q99836 | actives 0.18% (n = 200,000) | HeLa CL3-4 TLR4/MyD88 BLA complementation, FRET ratio | inhibition, % at 8.4 µM; in the data active means inhibition above about 25%;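 further: 0% = vehicle and 100% = reference inhibitor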
# Target sequence (O00206 whole entry, looked up): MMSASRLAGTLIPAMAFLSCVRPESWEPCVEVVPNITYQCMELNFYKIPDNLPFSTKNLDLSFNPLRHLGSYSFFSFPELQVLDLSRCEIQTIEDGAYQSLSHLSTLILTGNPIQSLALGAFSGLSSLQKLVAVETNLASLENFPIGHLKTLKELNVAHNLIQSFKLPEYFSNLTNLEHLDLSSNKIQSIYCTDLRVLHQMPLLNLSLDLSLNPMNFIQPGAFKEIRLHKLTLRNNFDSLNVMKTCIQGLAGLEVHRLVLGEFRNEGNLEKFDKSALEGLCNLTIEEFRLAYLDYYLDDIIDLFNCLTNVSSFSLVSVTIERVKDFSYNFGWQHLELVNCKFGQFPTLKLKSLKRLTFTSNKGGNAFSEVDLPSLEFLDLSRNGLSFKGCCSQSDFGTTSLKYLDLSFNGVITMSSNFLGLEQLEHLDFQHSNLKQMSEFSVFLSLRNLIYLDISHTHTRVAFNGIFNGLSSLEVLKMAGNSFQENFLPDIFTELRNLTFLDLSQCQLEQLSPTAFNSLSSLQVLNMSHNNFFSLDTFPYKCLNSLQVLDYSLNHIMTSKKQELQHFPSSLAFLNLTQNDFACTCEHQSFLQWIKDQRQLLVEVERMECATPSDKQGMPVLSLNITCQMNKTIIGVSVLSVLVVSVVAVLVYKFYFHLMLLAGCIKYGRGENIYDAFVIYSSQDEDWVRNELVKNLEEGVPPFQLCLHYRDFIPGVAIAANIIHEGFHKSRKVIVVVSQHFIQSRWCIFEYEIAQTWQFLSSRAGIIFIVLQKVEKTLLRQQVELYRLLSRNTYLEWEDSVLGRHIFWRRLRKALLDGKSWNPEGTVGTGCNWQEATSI
# Target sequence (Q99836 whole entry, looked up): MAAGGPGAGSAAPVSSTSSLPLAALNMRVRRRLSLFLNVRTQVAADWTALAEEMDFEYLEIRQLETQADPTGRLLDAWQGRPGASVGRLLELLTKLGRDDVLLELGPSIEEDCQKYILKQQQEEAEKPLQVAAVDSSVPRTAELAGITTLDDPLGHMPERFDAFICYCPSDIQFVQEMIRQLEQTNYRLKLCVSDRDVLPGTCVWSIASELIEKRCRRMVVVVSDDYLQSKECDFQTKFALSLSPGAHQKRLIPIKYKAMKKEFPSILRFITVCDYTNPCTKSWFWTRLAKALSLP
# G6PDH CS = inhibits Leuconostoc G6PDH, flagging false hits in G6PDH-based assays. Purified L. mesenteroides G6PDH, diaphorase/resazurin coupled fluorescence, 45 min. inhibition, % at 5 µM. actives 0.12% (n = 200,000). AID 1020; in the data active means inhibition above about 50%
# STAT1 activator = STAT1 signaling activation; actives 2.6% (n = 200,000); NIH 3T3 STAT1-luciferase reporter, IFN-gamma, luminescence; 100% = IFN-gamma alone, no compound; activation (% of control), % at 5.5 µM; AID 932;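 active means activation above the screen-wide mean activation plus 3 SD, cut at about 130% in these data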;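 further: raw ratio to IFN-gamma control signal so 100% means no change and 0% no light; values of inactives mirror those of a sister screen read the other way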
# NF-kB expr up = compounds increasing NF-kB expression in human neuronal cells. NF-kB reporter expression; hits give high values. AID 1239. fold change at 12.5 µM. actives 1.6% (n = 190,000); in the data active means fold change above about 3.3
# FLuc stim CS = firefly luciferase counter-screen for stimulation assays; P08659; ATPlite luciferase biochemical, luminescence, 10 min; 0 = ATP-free wells, 1 = DMSO control; activation factor at 10 µM; 200,000 tested, under 10 active;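 active means luciferase activation factor, scaled between plate controls, of at least 2 with compound at 10 µM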
#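 Assay system: Luciferase/luciferin reagent mix; Medium: PBS as buffer for the ATP substrate; Dosing: test compounds dosed from 2 mM stocks in 100% DMSO; Times: 10 min, room temperature; Signal: luminescence from luciferase reaction; Read-out: luciferase activation; Controls: No-ATP low control, compound-free enzyme-plus-ATP high control.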
# APP 5UTR inh = APP translation inhibition. SH-SY5Y APP 5'UTR-luciferase reporter, luminescence. inhibition, % at 2 µM. actives 0.82% (n = 190,000);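 active means inhibition above a set limit, derived from the sample mean plus 3 SD, cut at about 45% in these data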; further: values of inactives mirror those of a sister screen read the other way
# Starred values were filed as active, the others as inactive; / = not tested or not shown.
molecule | Diaphorase act | Diaph inh CS | FLuc inhib CS | APP 5'UTR act | TLR4-MyD88 BLA | G6PDH CS | STAT1 activator | NF-kB expr up | FLuc stim CS | APP 5UTR inh
COc1cccc(C(=O)CN2C(=O)C(C)(C)Oc3ccc(C(=O)N4CCCCCC4)cc32)c1 | 0.8 | 21 | 0 | -3 | -8 | 4 | 96 | 0.83 | 1 | 3
Cc1cc(NC(=O)c2cccc(Oc3ccccc3)c2)n[nH]1 | 0.8 | 19 | 71* | 88 | -7 | -5 | 122 | 3 | 0.3 | -88
O=C(O)C1CCCN1c1nc(C(F)(F)F)nc2ccccc12 (centres undefined) | 1 | 3 | -8 | 1 | -1 | 12 | 100 | / | 1.1 | -1
COc1ccc(OC)c(-n2c(-c3ccccc3)n[nH]c2=S)c1 | 0.9 | 11 | 10 | / | -10 | -2 | 100 | 1 | 0.9 | /
O=C(CCNS(=O)(=O)c1cccc2nsnc12)N1CCN(c2ccccn2)CC1 | 0.8 | 17 | -1 | -5 | -3 | 16 | 94 | 1.1 | 1 | 5
CCN1CCN(C(=O)CS(=O)Cc2nc(-c3ccc(OC)cc3)oc2C)CC1 (centres undefined) | 0.9 | 7 | -5 | -9 | -8 | 17 | 101 | 1.1 | 1 | 9
COc1ccccc1C(c1nnnn1C(C)(C)C)N1CCN(Cc2ccncc2)CC1 (centres undefined) | 0.9 | 11 | -1 | -17 | -14 | 6 | 100 | 1.2 | 1 | 17
COc1ccc(S(=O)(=O)Cc2ccc(C(=O)NCc3cccs3)o2)cc1 | 0.8 | 20 | -2 | -2 | 2 | 7 | 102 | 0.89 | 1 | 2
Cc1cc(C)nc(NC(=O)Cc2ccc(Br)cc2)n1 | 1 | -2 | -3 | 10 | -13 | 0 | 94 | 1 | 1 | -10
CCCCc1nc(SCC(=O)Nc2ncccn2)n[nH]1 | 1 | 2 | 2 | 6 | -9 | 14 | 97 | 1 | 1 | -6
NC(=O)c1ccc(-c2ncc(-c3ccccc3)o2)cc1 | 1 | 5 | 29 | 126 | 6 | 12 | 71 | 12* | 0.7 | -126
COc1ccccc1OCC(=O)NCc1cccs1 | 0.9 | 13 | -1 | -2 | 0 | 6 | 105 | 1.4 | 1 | 2
CCn1c(SCC(=O)NCc2cccs2)nnc1-c1ccco1 | 0.8 | 21 | -8 | -2 | -10 | 3 | 106 | 1 | 1.1 | 2
O=C(O)COc1ccc2c3c(c(=O)oc2c1)CCC3 | 0.9 | 13 | 1 | 29 | 8 | 8 | 98 | 0.99 | 1 | -29
COc1ccc(C(=O)N(C)Cc2ccccc2)cc1Br | 1 | 1 | 1 | 4 | -4 | -4 | 107 | 1.2 | 1 | -4
O=c1cc(N2CCN(c3ccc(F)cc3)CC2)[nH]c(=O)n1Cc1ccc(F)cc1 | 0.9 | 9 | -7 | 6 | 13 | -21 | 94 | 1 | 1.1 | -6
Cc1cc(C)c2c(NC(=S)Nc3ccccc3)n[nH]c2n1 | 0.9 | 14 | -5 | 0 | 5 | 12 | 100 | 1.1 | 1 | 0
CCc1cc2c(=O)c(-c3ccc4c(c3)OCCO4)c(C)oc2cc1OS(C)(=O)=O | 0.9 | 8 | -3 | 11 | 5 | 2 | 102 | 0.96 | 1 | -11
CNC(=O)CSc1nnc(-c2cccnc2)n1CCc1ccccc1 | 1 | 5 | -4 | 4 | 12 | 5 | 97 | 1.1 | 1 | -4
O=C(CSCc1ccccc1Cl)NNC(=S)Nc1ccccc1 | 0.8 | 17 | 20 | 26 | 8 | 4 | 101 | 1.6 | 0.8 | -26
CCCCn1c(=O)c(CCC(=O)O)nc2ccccc21 | 1 | -1 | -3 | 13 | -1 | 5 | 102 | 1.1 | 1 | -13
COc1cc2[nH]c(=O)n(Cc3ccc(C(=O)NC4CCCC4)cc3)c(=O)c2cc1OC | 1 | 2 | -2 | 7 | -5 | 18 | 99 | 1.4 | 1 | -7
CCc1ccc2nc(N)sc2c1 | 0.9 | 9 | 56* | 56 | 3 | 4 | 106 | 0.95 | 0.4 | -56
O=C1C=C(O)CC(c2ccco2)C1 (centres undefined) | 0.7 | 27 | -6 | -2 | -1 | 1 | 102 | 0.96 | 1.1 | 2
COc1ccc(NC(=O)C(Cl)=C(Cl)Cl)cn1 | 0.9 | 7 | 5 | -30 | 2 | 0 | 97 | 1.9 | 1 | 30

# Part of the list above in order of number of heavy atoms, rising:
molecule | Diaphorase act | Diaph inh CS | FLuc inhib CS | APP 5'UTR act | TLR4-MyD88 BLA | G6PDH CS | STAT1 activator | NF-kB expr up | FLuc stim CS | APP 5UTR inh
CCc1ccc2nc(N)sc2c1 | 0.9 | 9 | 56* | 56 | 3 | 4 | 106 | 0.95 | 0.4 | -56
COc1ccccc1OCC(=O)NCc1cccs1 | 0.9 | 13 | -1 | -2 | 0 | 6 | 105 | 1.4 | 1 | 2
CCCCc1nc(SCC(=O)Nc2ncccn2)n[nH]1 | 1 | 2 | 2 | 6 | -9 | 14 | 97 | 1 | 1 | -6
Cc1cc(C)c2c(NC(=S)Nc3ccccc3)n[nH]c2n1 | 0.9 | 14 | -5 | 0 | 5 | 12 | 100 | 1.1 | 1 | 0
O=C(O)C1CCCN1c1nc(C(F)(F)F)nc2ccccc12 (centres undefined) | 1 | 3 | -8 | 1 | -1 | 12 | 100 | / | 1.1 | -1
O=C(CSCc1ccccc1Cl)NNC(=S)Nc1ccccc1 | 0.8 | 17 | 20 | 26 | 8 | 4 | 101 | 1.6 | 0.8 | -26
CNC(=O)CSc1nnc(-c2cccnc2)n1CCc1ccccc1 | 1 | 5 | -4 | 4 | 12 | 5 | 97 | 1.1 | 1 | -4
CCc1cc2c(=O)c(-c3ccc4c(c3)OCCO4)c(C)oc2cc1OS(C)(=O)=O | 0.9 | 8 | -3 | 11 | 5 | 2 | 102 | 0.96 | 1 | -11
COc1cc2[nH]c(=O)n(Cc3ccc(C(=O)NC4CCCC4)cc3)c(=O)c2cc1OC | 1 | 2 | -2 | 7 | -5 | 18 | 99 | 1.4 | 1 | -7

# Additional results follow:
molecule | Diaphorase act | Diaph inh CS | FLuc inhib CS | APP 5'UTR act | TLR4-MyD88 BLA | G6PDH CS | STAT1 activator | NF-kB expr up | FLuc stim CS | APP 5UTR inh
Nc1nc(CSc2nc3ccccc3[nH]2)cs1 | 0.7 | 32 | 4 | 17 | -4 | 3 | 112 | 1.5 | 1 | -17
CCOC(=O)C1(c2csc(N)n2)COC(=O)C1 (centres undefined) | 0.9 | 14 | -8 | -15 | 1 | -8 | 97 | 1.3 | 1.1 | 15
CCCOc1ccc(N2C(=O)CC(N3CCCC(C(=O)N4CCCC4)C3)C2=O)cc1 (centres undefined) | 0.9 | 7 | -3 | -4 | -11 | -2 | 98 | 1.1 | 1 | 4
Cc1ccc(NC(=O)CCc2ccc(S(=O)(=O)NC3CCCCC3)cc2)cc1 | 0.8 | 16 | -7 | -3 | -19 | 3 | 94 | 0.93 | 1.1 | 3
Cc1nn(-c2ccccc2)c2sc(C(=O)NNC(=O)COc3ccccc3)cc12 | 0.8 | 17 | -9 | -16 | -12 | 10 | 114 | 1.2 | 1.1 | 16
C/C(N)=C(\C#N)C(=O)NCCc1ccccn1 | 0.9 | 10 | -5 | 14 | 18 | -4 | 97 | 1.2 | 1.1 | -14
Nc1ccc2nc[nH]c2c1 | 0.8 | 18 | 1 | -12 | 3 | 8 | 98 | 1.5 | 1 | 12
COCCCNC(=O)Cn1c(=O)n(CC(=O)NCCc2ccc(OC)c(OC)c2)c(=O)c2sccc21 | 1.2 | -15 | -1 | -14 | -1 | 3 | 99 | 0.82 | 1 | 14
Cc1cc(C)cc(NC(=O)N2CCC(C(=O)c3ccc(F)cc3)CC2)c1 | 0.9 | 13 | -4 | 7 | 9 | -3 | 100 | 1.1 | 1 | -7
c1ccc(-c2cn3nc4c(nc3n2)CCCC4)cc1 | 0.9 | 11 | 86* | 148* | 19 | 7 | 52 | 2.4 | 0.1 | -148
CCN1CCN(C(c2ccc(OC)cc2)c2nnnn2Cc2ccc3c(c2)OCO3)CC1 (centres undefined) | 1 | 5 | -5 | -5 | 4 | 9 | 96 | 1.2 | 1 | 5
Cc1ccc(-c2cc(-c3nnc(SCC(=O)NC(C)C(C)C)n3N)c3ccccc3n2)cc1 (centres undefined) | 0.9 | 13 | -1 | 1 | 11 | 0 | 100 | 0.69 | 1 | -1
CNC(=O)c1nnsc1S(=O)(=O)c1ccc(Cl)cc1 | 0.9 | 9 | 1 | -95 | 13 | 11 | 90 | 0.14 | 1 | 95*
O=C(CN1C(=O)C2C3C=CC(C3)C2C1=O)N1CC=C(c2ccccc2)CC1 (centres undefined) | 0.9 | 11 | 0 | 7 | -3 | 6 | 104 | 0.99 | 1 | -7
Cc1ccc(C)c(S(=O)(=O)N2CCN(CC(=O)Nc3ccc([N+](=O)[O-])cc3)CC2)c1 | 0.9 | 6 | -4 | -5 | 0 | 5 | 88 | 1 | 1 | 5
COc1ccccc1NS(=O)(=O)c1cccs1 | 0.9 | 10 | -2 | 3 | -8 | 0 | 99 | 1.2 | 1 | -3
S=c1[nH]c(-c2ccccc2)cn1/N=C/c1ccccc1Br | 0.5 | 46 | 0 | 20 | -9 | -6 | 120 | 0.92 | 1 | -20
CCn1c(SCc2cccc(C(F)(F)F)c2)nnc1-c1ccco1 | 0.9 | 6 | 1 | -8 | 10 | 3 | 100 | 0.99 | 1 | 8
Cc1ccc(C(=O)C(C)[n+]2cccc(C(N)=O)c2)cc1 (centres undefined) | 1 | -1 | -1 | -9 | -8 | 3 | 105 | 1 | 1 | 9
C[C@@H]1CC[C@@]2(O[C@H](CCO)C[C@H](O)[C@H]2O)O1 | 1 | -2 | -4 | 9 | -10 | 6 | 98 | 1.2 | 1 | -9
COc1ccc(-c2nnn(CC(=O)N(CC(=O)NC3CCCC3)Cc3cccs3)n2)cc1OC | 0.8 | 20 | -8 | 12 | -10 | 2 | 101 | 1 | 1.1 | -12
N#Cc1c2n(c(=O)[nH]c1=O)CCCCC2 | 0.9 | 12 | -9 | -7 | -14 | 4 | 108 | 1.1 | 1.1 | 7
O=C(c1ccccc1)c1cccn1CC(=O)N1CCCCCC1 | 0.9 | 5 | -3 | -23 | 16 | 6 | 94 | 1.2 | 1 | 23
CCOc1ccc(N(C(C)C(=O)NCc2ccco2)S(C)(=O)=O)cc1 (centres undefined) | 0.9 | 10 | -2 | 4 | -9 | 0 | 99 | 1 | 1 | -4
Cc1ccc(OCC(=O)N2c3ccccc3NC(=O)C2(C)C)c([N+](=O)[O-])n1 | 0.9 | 10 | 0 | -13 | 12 | 4 | 104 | 1.1 | 1 | 13
Cc1ccc(C(=O)c2oc3nc(C)cc(C)c3c2N)cc1 | 0.9 | 8 | 2 | -1 | -12 | 7 | 100 | 1.2 | 1 | 1
